# Assay outcomes (PubChem)
# KAT2A inh: blocks human GCN5L2 histone acetyltransferase. Q92830. GCN5L2 HAT assay, ThioGlo1 CoA-SH fluorescence. Potency, µM (doses to about 58.9 µM), without a hit: top-dose activity change, negative = inhibition, actives largely listed as inhibitors. 390,000 tested, 0.21% active
# Target sequence (Q92830 whole entry, looked up): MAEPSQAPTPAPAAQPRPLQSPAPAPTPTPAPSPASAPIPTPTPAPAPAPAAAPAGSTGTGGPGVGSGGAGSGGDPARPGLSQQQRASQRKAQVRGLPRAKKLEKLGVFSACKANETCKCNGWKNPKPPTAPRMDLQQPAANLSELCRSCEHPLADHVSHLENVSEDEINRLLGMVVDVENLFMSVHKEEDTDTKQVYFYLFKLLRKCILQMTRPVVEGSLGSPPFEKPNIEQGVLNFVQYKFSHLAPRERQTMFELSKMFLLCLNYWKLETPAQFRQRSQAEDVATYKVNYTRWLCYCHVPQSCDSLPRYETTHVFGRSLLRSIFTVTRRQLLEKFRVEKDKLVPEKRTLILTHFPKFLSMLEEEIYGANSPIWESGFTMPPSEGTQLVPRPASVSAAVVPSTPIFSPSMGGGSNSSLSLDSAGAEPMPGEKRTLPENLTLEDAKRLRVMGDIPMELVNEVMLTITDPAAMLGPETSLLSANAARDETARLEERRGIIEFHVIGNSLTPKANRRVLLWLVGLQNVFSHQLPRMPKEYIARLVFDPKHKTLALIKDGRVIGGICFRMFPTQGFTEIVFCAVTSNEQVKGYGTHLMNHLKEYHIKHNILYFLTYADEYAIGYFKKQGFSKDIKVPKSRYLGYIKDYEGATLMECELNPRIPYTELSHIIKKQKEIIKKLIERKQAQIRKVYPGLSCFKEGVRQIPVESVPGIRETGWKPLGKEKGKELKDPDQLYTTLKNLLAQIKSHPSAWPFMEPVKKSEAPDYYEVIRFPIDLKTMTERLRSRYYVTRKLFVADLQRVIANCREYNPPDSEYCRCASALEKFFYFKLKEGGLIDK
#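 qHTS, 1536-well. 20nM enzyme, pH 7.5 HEPES/EDTA/Tween-20 buffer; 15 min compound preinc., RT. Start: 75uM H3(1-25), 70uM AcCoA, 50uM ThioGlo1. Read Ex340/Em540 at t=0 (autofluorescence flag) and t=20 min.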
# FEN1 inhibitor: blocks human flap endonuclease 1. Recombinant FEN1 flap cleavage, fluorescence, 15 min. 390,000 tested, 0.35% active. Potency, µM (top dose mostly 114 µM), inactives show at the top dose activity change, negative = inhibition, hits mostly inhibitors. P39748; further: nearly all actives have a fitted effect of over 65% in size
#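 Reaction started by adding substrate (50 nM final) to 10 nM enzyme after 15 min room-temperature compound preincubation. Reads at 0 and 15 min, with data normalized and fitted to a four-parameter Hill equation.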
# N370S GC: N370S glucocerebrosidase modulation, Gaucher chaperone candidate. Potency, µM (highest dose often 59.4 µM), for inactives: at the top dose activity change, negative = inhibition, actives largely listed as inhibitors. 330,000 tested, 0.092% active. P04062. N370S GC spleen homogenate, 4MU-glucoside fluorescence. AID 2101;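 further: 0% = full enzyme activity and -100% = no enzyme basal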
# Starred values were filed as active, the others as inactive; ? = inconclusive; / = not tested or not shown; & = joins results of further samples; [ ] = dose if it differs, or a comment. The call rests on the fitted dose curve; in most records, active means well fitted curve in the direction sought with a large enough effect; inconclusive means small, poorly fitted or top-dose-only effect, or another doubt; inactive means no such curve, though single readings can be large; an effect the other way counts as inactive or inconclusive. Unless noted, on the % scale 0 is the no-effect control and ±100 the full control effect; potency means the concentration at half of the fitted maximal effect. The list is partial; count on the stated rates, not on these rows.
SMILES,KAT2A inh,FEN1 inhibitor,N370S GC
O=C1CN=C(c2ccccc2)c2cc(Cl)ccc2N1Cc1ccc(Cl)cc1,-2%,-2%,/
N=C1c2ccccc2CN1NC(=O)c1ccc(Br)o1,-5%,18%,-8%
O=C1/C(=C\c2ccc(Cl)cc2Cl)N2CCC1CC2,-2%,7%,7%
CN(C)c1ccc(/C=C2\C(=O)NC(=O)N(CCc3ccc(F)cc3)C2=O)cc1,-8%,-6%,-7%
O=C(Nc1ccc2ccccc2c1)N1C[C@H]2C[C@@H](C1)c1cccc(=O)n1C2,-20%,19%,14%
CCOc1ccc2[nH]c(=O)c(CN(CCO)C3(c4nnnn4C4CCCCC4)CCCCC3)cc2c1,-1%,2%,6%
CCOC(=O)C1(c2ccccc2)CCN(CCC(=O)Nc2ccc(C(=O)OC)cc2)CC1,-1%,9%,/
CC(C)N(CC[C@@](C(N)=O)(c1ccccc1)c1ccccn1)C(C)C,2%,/,2%[21.6 µM]
N#CC1(c2ccccc2)CCN(C2CC(=O)N(c3ccc4c(c3)OCO4)C2=O)CC1 (stereo not drawn),5%,2%,5%
CN1CCC(N(C)c2ccc(C(N)=O)cc2[N+](=O)[O-])CC1,-3%,11%,-24%
O=C(O)c1ccc(-[n+]2c(-c3ccccc3)cc(-c3ccccc3)cc2-c2ccccc2)cc1,-10%,-10%,-8%
C[C@]1(C(=O)O)CCC[C@]2(C)c3cc(O)ccc3CC[C@@H]12,-9%,/,-5%
O=[N+]([O-])c1ccc(-c2[se]c3ccccc3c2I)cc1,25µM*,/,9%
OCC[N+]12CCC(CC1)C(C(O)(c1ccccc1)c1ccccc1)C2 (stereo not drawn),-4%,-7%,0%
Cc1cccc(C)c1OCC(=O)Nc1ccc(Cl)cc1C(=O)c1ccccc1,-8%,6%,/
CCOc1ccc(-n2c(O)c(N=Nc3c(C)n(C)n(-c4ccccc4)c3=O)c(=O)[nH]c2=O)cc1,-3%,-8%,-21%
CC[C@@H](CO)NC(=O)[C@H]1C=C2c3cccc4c3c(cn4C)C[C@H]2N(C)C1,-22%,/,6%&18%
CN1CCN(c2ncnc3ccc(Br)cc23)CC1,-4%,-6%,0%
CCCSc1nc(O)c(CC)c(=O)n1C(C)CC (stereo not drawn),-5%,0%,4%
COc1ccc(OC)c(NC(=O)Cn2cc(C(=O)c3ccccc3)c3ccccc32)c1,-5%,-16%,/
CC(C)=CCOc1c2occc2cc2ccc(=O)oc12,-14%&-2%&-1%,-22%,-11%&15%
CCOC(=O)c1nc2ccccc2c(=O)n1-c1ccc(C)cc1C,18%,-14%,7%
O=C(O)COc1ccc(/C=C2/SC(=S)N(Cc3ccccc3)C2=O)cc1,?,4%,28%
O=C(C1CC(c2ccc(Cl)c(Cl)c2)=NO1)N1CCC2(CC1)OCCO2 (stereo not drawn),-4%,6%,5%
COc1ccc(-c2nn(-c3ccccc3)cc2C(=O)N2c3ccc(C)cc3C3CN(C)CCC32)cc1 (stereo not drawn),-14%,0%,?
# (next part)
SMILES,KAT2A inh,FEN1 inhibitor,N370S GC
Nc1c(C(=O)OC2CCCCC2)c2nc3ccccc3nc2n1CC1CCCO1 (stereo not drawn),-19%,-22%,?
COC(=O)/C=C\C(=O)N[C@@H]1CC[C@@]2(O)[C@H]3Cc4ccc(O)c5c4[C@@]2(CCN3CC2CC2)[C@@H]1O5,-28%[0.501 µM],/,-9%
O=C(c1cccn2c(=O)c3cc(Cl)ccc3nc12)N1CCC2(CC1)OCCO2,-28%,-14%,-17%
Clc1ccc(CO[C@@H](Cn2ccnc2)c2ccc(Cl)cc2Cl)cc1,-3%[21.4 µM],/,-5%[21.6 µM]
COc1ccc(NC(=O)c2c(C)nn(Cc3ccccc3Cl)c2Cl)cc1Cl,20%,-1%,9%
C[C@@H](C1CC[C@@]2(O)C3=CC(=O)[C@@H]4C[C@@H](O)[C@@H](O)C[C@]4(C)[C@H]3CC[C@]12C)[C@H](O)CCC(C)(C)O (stereo partly drawn),/,4%,2%
CCC(=O)OC1(c2cccc(C)c2)CC(C)N(C)CC1C (stereo not drawn),1%,0%,-8%
Nc1cncc(C(=O)O)c1,21%&-4%,-9%&0%,-1%&-9%
O=C(c1ccc(Cl)cc1)C1CCCN(Cc2cccc3cnccc23)C1 (stereo not drawn),-2%,-2%,0%
CCn1c(O)c(C=Nc2ccc(N3CCOCC3)cc2)c(=O)n(CC)c1=S,?,-12%,-28%
Oc1ccc2c3c1O[C@H]1c4c(c5ccccc5n4Cc4ccccc4)C[C@]4(O)[C@H](C2)N(CC2CC2)CC[C@@]314,-27%,/,-8%
C/C(=N\N(C)c1ccccc1)c1c(O)[nH]c(=O)[nH]c1=O,-13%,17%,1%
COC(=O)C1=C(c2ccccc2OCc2ccccc2)C[C@@H]2CC[C@H]1N2C(=O)NC1CCN(Cc2ccccc2)CC1,-2%,1%,/
Cc1ccsc1C(=O)C1CCCN(Cc2cnc(N3CCOCC3)s2)C1 (stereo not drawn),-2%,-5%,-6%
c1ccc2sc(C3CCNCC3)nc2c1,2%,-2%,-5%
COc1ccc(CCNCc2sccc2C)cc1,-6%,-17%,-6%
COc1cc(/C=C/C(=O)c2c(O)n(CCc3ccccc3)c(=O)[nH]c2=O)ccc1O,-7%,?,-3%
Cc1ccc2c(c1)N(N=O)CCC2,1%,-1%,-4%
COc1ccc(C2NCc3ccccc3-n3cccc32)cc1 (stereo not drawn),1%,-18%,-2%
O=C(Oc1ccccc1)N1CCC2(CC1)CN(Cc1ccncc1)C2,-13%,/,?
C#CC[N+]1(C)C2CCC1CC(O)C2 (stereo not drawn),-6%,26%,2%
CCCCc1nc2ccccc2c(=O)n1-c1cccc(OC)c1,1%,?,/
O=C1/C(=C/c2ccccc2Cl)N2CCC1CC2,-1%,4%,13%
CC(C(N)=O)N1CC(c2ccccc2)CC1=O (stereo not drawn),-5%,-8%,-14%
CN1CC(C(=O)c2ccccc2)C(c2ccccc2)C1 (stereo not drawn),1%,5%,-5%
# (cont.)
SMILES,KAT2A inh,FEN1 inhibitor,N370S GC
CC(=O)O[C@H]1[C@H]2[C@@H](OC(=O)Cc3ccccc3)[C@@H](C)C[C@]2(OC(C)=O)C(=O)/C(C)=C/[C@@H]2[C@H](CC[C@@]13CO3)C2(C)C,6%,/,-3%
CCc1nc2ccccc2c(=O)n1-c1ccc2ccccc2c1,0%,1%,1%
COc1ccc(N/N=C/c2c(O)n(-c3ccc(C)c(C)c3)c(=O)[nH]c2=O)cc1,-6%,-1%,-12%
O=C1NC(=O)N(Cc2ccccc2)C(=O)/C1=C/N1CCCc2ccccc21,-6%,?,-6%
CCOc1ccccc1CN(CCc1ccc2c(c1)OCO2)Cc1ccc(CC)cc1,-10%,-7%,/
CNCCCc1ccccc1,-11%,8%,-1%
COC(=O)c1c(C)[nH]c(C(=O)C(Cc2ccccc2)N(C)C)c1C (stereo not drawn),-7%,-9%,-12%
S=C=Nc1cccc(C2(N3CCCCC3)CCCCC2)c1,-2%,-13%,?
NC(CCP(=O)(O)O)C(=O)O (stereo not drawn),-3%,/,-3%&5%
COC(=O)C(O)(c1ccc(NC(=O)c2cccs2)c(C)c1)C(F)(F)F (stereo not drawn),-5%,12%,13%
CCOC(=O)c1ccc(NC(=O)c2sc3nc4c(cc3c2N)N2CCC4CC2)cc1,-5%,-12%,/
CC1=CC(=C2C(=O)NC(=S)NC2=O)C=C(C(F)(F)F)N1CCc1ccccc1,2%,/,-1%
Cc1cccc(NC2=NCCCS2)c1C,-2%,-2%,17%
CCOC(=O)C1=C(NC(=S)NC(=O)c2ccccc2)c2ccccc2CC12CCCC2,-5%,-19%,8%
Fc1ccccc1CN1CCN(c2ccc(Cl)cc2)CC1,15%,15%,-2%
O=C(c1cc2ccccn2n1)N1CCC2(CC1)OCCO2,-8%,6%,8%
Cc1[nH]c2ccccc2c1CCNCc1cccnc1,-1%,-11%,-14%
O=C1c2ccccc2C(Nc2ccc(S(=O)(=O)N3CCCCCC3)cc2)N1c1ccccn1 (stereo not drawn),-5%,?,11%
CCc1cc(=O)oc2c(C)c(OCC(=O)N3C[C@H]4C[C@@H](C3)c3cccc(=O)n3C4)ccc12,-5%,-8%,4%
CC(C)OP(=O)(O)NC(=O)c1ccccc1,20%,1%,0%
O=C(COc1ccc(Br)cc1)N1CCN(Cc2c[nH]c3ccccc23)CC1,-10%,0%,-16%
CCCCCCCCc1[se]c2ccccc2c1I,-2%,/,0%
c1ccc(C2CC2)c(OCC2=NCCN2)c1,-6%&-6%,-6%,-7%&-2%&-2%&-21%&-16%
CON(C)C(=O)Nc1ccc(Cl)cc1,-6%,-2%,3%
CCOP(=O)(OCC)C(NC(=O)CN1C(=O)c2ccccc2S1(=O)=O)C(Cl)(Cl)Cl (stereo not drawn),2%,-4%,-23%

# Some of these compounds in order of number of heavy atoms, smallest number first:
SMILES,KAT2A inh,FEN1 inhibitor,N370S GC
CC(C)OP(=O)(O)NC(=O)c1ccccc1,20%,1%,0%
COc1ccc(N/N=C/c2c(O)n(-c3ccc(C)c(C)c3)c(=O)[nH]c2=O)cc1,-6%,-1%,-12%
CCOC(=O)c1ccc(NC(=O)c2sc3nc4c(cc3c2N)N2CCC4CC2)cc1,-5%,-12%,/
CC(=O)O[C@H]1[C@H]2[C@@H](OC(=O)Cc3ccccc3)[C@@H](C)C[C@]2(OC(C)=O)C(=O)/C(C)=C/[C@@H]2[C@H](CC[C@@]13CO3)C2(C)C,6%,/,-3%

# Among those listed so far, these have a thiophene ring, fused or not:
SMILES,KAT2A inh,FEN1 inhibitor,N370S GC
Cc1ccsc1C(=O)C1CCCN(Cc2cnc(N3CCOCC3)s2)C1 (stereo not drawn),-2%,-5%,-6%
COc1ccc(CCNCc2sccc2C)cc1,-6%,-17%,-6%
COC(=O)C(O)(c1ccc(NC(=O)c2cccs2)c(C)c1)C(F)(F)F (stereo not drawn),-5%,12%,13%
CCOC(=O)c1ccc(NC(=O)c2sc3nc4c(cc3c2N)N2CCC4CC2)cc1,-5%,-12%,/

# Other records:
SMILES,KAT2A inh,FEN1 inhibitor,N370S GC
COc1ccc2c(c1)[nH]c1c(C)nccc12,?,?,-12%
C[C@H](CCC(=O)O)[C@H]1CC[C@@H]2[C@H]3CC[C@H]4C[C@@H](O)CC[C@@]4(C)[C@H]3CC[C@]21C,?,/,15%[21.6 µM]
CCOP(=O)(OCC)C(O)c1ccc(Br)cc1 (stereo not drawn),25%,-1%,-6%
Cn1cc(C(=O)NC2CC2)c2ccccc21,-1%,6%,-4%
C#C[C@]1(O)CCC2C3CCC4=C/C(=N/OCC(=O)NC(C)C(=O)NC(CCSC)C(=O)O)CC[C@]4(C)C3CC[C@@]21C (stereo partly drawn),1%,-3%,-32%
CC(=NCc1ccc2c(c1)OCO2)c1c(O)n(C)c(=O)n(C)c1=O,-14%,1%,-3%
CN1CCN(c2nccc3c2ncn3C)CC1,-3%,-1%,?
N=C1c2ccccc2CN1NC(=O)C1CC1,0%,1%,5%
CC(=O)OC1N=C(c2ccccc2)c2cc(C)ccc2NC1=O (stereo not drawn),3%,0%,?
CCOP(=O)(C(NC(=O)c1ccccc1Cl)=C(Cl)Cl)c1ccccc1 (stereo not drawn),-3%,4%,6%
C[C@H](O)[C@H]1CC[C@H]2[C@@H]3CCC4=CC(=O)CC[C@]4(C)[C@H]3CC[C@]12C,-10%,10%,8%
COc1ccccc1CN1CCCC2(CCN(C(=O)Oc3ccccc3)CC2)C1,0%,/,0%
COC(=O)C1=C(c2ccccc2OCc2ccccc2)C[C@@H]2CC[C@H]1N2C(=O)NCc1ccccc1,-7%,?,/
COc1ccc(NC(=O)CCS(=O)(=O)c2ccc3c(c2)oc(=O)n3C)cc1OC,?,-7%&-4%,6%
O=C(CN1CCCC1=O)N1CCOCC1,0%,-10%,1%
CCOC(=O)c1ccc(NC(=O)c2cccn(Cc3ccccc3F)c2=O)cc1,-3%,3%,/
O=C1CN=C(c2ccccc2)c2cc(Cl)ccc2N1,-3%,11%,/
S=C=S,-19%,/,0%
Cn1c(O)c(C=NCCN2CCNCC2)c(=O)[nH]c1=O,-9%,10%,3%
Cc1cnn(C2CCN(C)CC2)c1N,2%,-1%,0%
Nc1cc(Cl)cc(Cl)c1,0%,0%,-4%
CCOC(=O)c1c(C)n(Cc2ccc3c(c2)OCO3)c2ccc(O)cc12,-5%,-12%,26%
CSc1nc2ccccc2c(=O)n1-c1cccnc1,-4%,-2%,12%
CCC1(CCc2ccncc2)C(=O)NC(=O)NC1=O,-2%,0%,4%
CC12CCC3C(CC=C4CC5(CCC43C)OCCO5)C1CCC2=O (stereo not drawn),3%,12%,-21%
COC(=O)[C@H]1[C@H]2C[C@@H]3c4[nH]c5cc(OC)ccc5c4CCN3C[C@H]2C[C@@H](OC(=O)/C=C/c2cc(OC)c(OC)c(OC)c2)[C@@H]1OC,-18%,-22%,-24%
Cn1c(O)c(C=NCCCCCCCCCCC(=O)O)c(=O)n(C)c1=O,-2%,15%,-27%
O=C(c1ccc(N2CC3CC(C2)c2cccc(=O)n2C3)c([N+](=O)[O-])c1)N1CCCCC1 (stereo not drawn),-2%,1%,1%
CCC(C)n1c(O)c(C=NCc2cccnc2)c(=O)[nH]c1=S (stereo not drawn),1%,10%,6%
